sPLA2-III inh: Blocks human group III sPLA2 activity; Q9NZ20; QFRET BODIPY PC-A2 liposome hydrolysis, fluorescence; inhibition, % at 12.2 µM; actives 0.56% (n = 370,000);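 active = inhibition above mean plus 3 SD of compounds lying within the high and low control bounds, cut at about 19% in these data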;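 also: 0% = median of test compound wells and 100% = no enzyme DMSO wells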
hcDAF12 agonist: activators of H. contortus DAF-12 nuclear receptor; HEK293 hcDAF-12 lit1-tk-luc reporter, luminescence; 0% DMSO, 100% Δ7-dafachronic acid; activation, % at 6.8 µM; actives 1.4% (n = 370,000);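 active = activation above the mean of all tested compounds plus 3 SD, cut at about 5.5% in these data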;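 also: 100% = response to 3 µM Δ7-dafachronic acid high control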
SMARCA2 act: activators of SMARCA2 function; MG213 cells, MMTV-luciferase reporter, dexamethasone, overnight; activation, % at 9.1 µM; actives 1% (n = 370,000); AID 652017; in the data active = activation above about 7.8%;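 also: 0% = vehicle wells and 100% = reference activator wells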
DAX1 inh-1: inhibitors of DAX1 repression of SF-1 activated StAR promoter; HEK293T StAR-luciferase reporter, SF-1/DAX-1 repression relief; inhibition, % at 6.8 µM; AID 652010; actives 1.1% (n = 370,000);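 active = inhibition above the mean over all tested compounds plus 3 SD, cut at about 3.6% in these data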;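 also: 0% = DAX-1 cells with DMSO and 100% = cells lacking DAX-1 with DMSO; higher inhibition means more luminescence from relief of DAX-1 repression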
PG9 Ab binder: PG9 antibody binding by small molecule. TR-FRET gp120-PG9 antibody binding. AID 624416. actives 0.43% (n = 360,000). inhibition, % at 6.7 µM; in the data active = inhibition above about 8.5%
DAX1 inh-2: inhibitors of human orphan nuclear receptor DAX1 (NR0B1). AID 504766. actives 0.99% (n = 340,000). inhibition, % at 6.75 µM. P51843. HEK293 Gal4-DAX1 luciferase reporter, luminescence;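 active = inhibition above the mean over all tested compounds plus 3 SD, cut at about 4.2% in these data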;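 also: 0% = DAX1-transfected cells with DMSO and 100% = empty-vector control cells with DMSO; inhibition shows as a rise in luminescence from relieved DAX1 repression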
Target sequence (P51843 207-470 limits assumed): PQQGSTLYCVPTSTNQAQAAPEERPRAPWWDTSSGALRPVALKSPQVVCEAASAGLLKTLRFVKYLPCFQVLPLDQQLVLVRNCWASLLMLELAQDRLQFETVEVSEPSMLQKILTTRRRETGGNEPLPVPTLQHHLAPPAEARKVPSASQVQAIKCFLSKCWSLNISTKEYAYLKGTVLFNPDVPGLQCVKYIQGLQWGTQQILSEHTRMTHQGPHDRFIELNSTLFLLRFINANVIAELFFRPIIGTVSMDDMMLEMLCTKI
PLC-beta3 inh: PLC-beta3 (human) inhibition, primary screen | inhibition, % at 12.2 µM | actives 0.18% (n = 370,000) | Purified PLC-beta3, fluorogenic substrate, fluorescence | Q01970; in the data active = inhibition above about 11%;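 also: 0% = median of compound wells on plate and 100% = full blocker control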
hgDAF-12 ag: agonists of H. glycines DAF-12 nuclear receptor; HEK293 GAL4-hgDAF12 UAS-luciferase reporter, agonist luminescence; normalized to butyrate control; activation, % at 6.8 µM; actives 1.8% (n = 370,000);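 active = activation above a cutoff set at the mean of all screened compounds plus 3 SD, cut at about 10% in these data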;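 also: 0% = DMSO wells and 100% = sodium butyrate wells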
ssDAF-12 act: S. stercoralis DAF-12 activation, primary screen; activation, % at 6.8 µM; actives 1% (n = 370,000); HEK293 ssDAF-12/GRIP1 lit1-tk-luc reporter, luminescence; % of 3 µM dafachronic acid response;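 active = activation above the mean over all tested compounds plus 3 SD, cut at about 0.9% in these data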;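 also: 0% = DMSO-only wells and 100% = 3 µM delta7-dafachronic acid wells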
FXN GAA850 act: frataxin GAA850 promoter activation; HEK293 lucGAA850 FXN promoter luciferase reporter, 24 h; percent of 10 µM SAHA response; activation, % at 6 µM; actives 0.56% (n = 360,000);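 active = activation above the average of all compounds screened plus 3 SD, cutoff fixed separately per campaign, cut at about 7.5% in these data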;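 also: 0% = DMSO wells and 100% = 10 µM SAHA wells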
Rev-erbA mod: modulators of human Rev-erb alpha DNA binding; AID 1259318; activity, % at 10 µM; Rev-erbα–FITC-DNA binding, fluorescence polarization, 90 min; actives 0.79% (n = 370,000); P20393;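 active = activity above about 14%, limit read from the data; passing the limit was not always enough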;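 also: 0% = DMSO wells with 35 nM protein and 100% = DMSO wells with 750 nM protein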
Target sequence (P20393 whole entry, looked up): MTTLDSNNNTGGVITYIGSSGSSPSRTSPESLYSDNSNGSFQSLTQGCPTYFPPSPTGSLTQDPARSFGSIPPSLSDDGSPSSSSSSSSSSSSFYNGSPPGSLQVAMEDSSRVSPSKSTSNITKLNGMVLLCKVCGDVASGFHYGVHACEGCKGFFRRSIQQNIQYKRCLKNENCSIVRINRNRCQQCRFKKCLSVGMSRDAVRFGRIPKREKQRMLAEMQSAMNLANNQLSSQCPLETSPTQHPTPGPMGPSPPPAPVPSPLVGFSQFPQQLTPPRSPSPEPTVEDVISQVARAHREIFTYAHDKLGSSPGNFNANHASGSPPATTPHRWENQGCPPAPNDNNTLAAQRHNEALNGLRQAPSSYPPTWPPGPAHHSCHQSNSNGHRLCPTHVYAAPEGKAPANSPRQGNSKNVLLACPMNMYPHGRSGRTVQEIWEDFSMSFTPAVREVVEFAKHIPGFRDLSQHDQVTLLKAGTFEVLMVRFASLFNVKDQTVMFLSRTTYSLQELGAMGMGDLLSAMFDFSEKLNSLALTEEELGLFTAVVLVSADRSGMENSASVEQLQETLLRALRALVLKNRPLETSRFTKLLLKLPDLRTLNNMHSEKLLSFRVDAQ
* hit, by the source's call; i = inactive; . = not tested or not shown.

SMILES	sPLA2-III inh	hcDAF12 agonist	SMARCA2 act	DAX1 inh-1	PG9 Ab binder	DAX1 inh-2	PLC-beta3 inh	hgDAF-12 ag	ssDAF-12 act	FXN GAA850 act	Rev-erbA mod
CS(=O)(=O)/C(C#N)=C/c1cccn1S(=O)(=O)c1cccc2ccccc12	0.5	-0.6	1.9	-1.5	-0.6	.	-8.3	-1.4	-1.8	0.4	13.7
CC(=O)Nc1cc2c(c([N+](=O)[O-])c1C)C(C)(C)CC2(C)C	17.5	-0.6	-5.1	2.2	-0.7	-1.7	-10.0	-1.9	-1.5	-0.6	7.7
Cc1cccc(Oc2coc3cc(O)ccc3c2=O)c1	-12.8	0.8	6.3	1.1	-0.5	0.1	i	3.9	-0.9	3.2	1.9
CCCCn1c(=O)n(CC(=O)Nc2ccc(C)c(Cl)c2)c(=O)c2c1ncn2Cc1ccco1	-23.2	-0.7	-1.3	-0.6	0.4	-0.4	-1.8	-0.6	-1.2	-0.6	1.9
COc1ccc(Cn2c(=O)[nH]c3cc(C(=O)NC4CCCC4)ccc3c2=O)cc1	3.3	-1.9	-2.5	0.2	0.9	0.9	-5.6	-2.8	-1.4	2.3	3.5
Cc1onc(-c2c(F)cccc2Cl)c1C(=O)N1CCCCC1	1.1	-1.3	2.2	-0.4	-1.4	0.3	-2.8	-3.3	-1.3	0.5	1.7
CCOCCCn1c(=O)c2ccccc2n2c(=S)[nH]nc12	17.2	-1.3	1.6	-0.1	-0.8	-0.6	-2.6	-1.9	-1.0	-0.1	-3.4
O=C(NCC1CCCO1)c1ccc(Cn2c(=S)[nH]c3ccccc3c2=O)cc1 (stereo not given)	15.0	0.7	-4.9	0.2	-1.0	0.0	-0.7	-0.4	-1.6	6.4	-0.3
CC(=O)c1ccc(Nc2nc(C(N)Cc3ccc(N)cc3)cs2)cc1 (stereo not given)	15.4	-1.2	-2.9	0.6	0.3	.	-26.0	1.3	-0.8	3.3	0.0
O=[N+]([O-])c1ccc(O)c(C=Nc2cccc3ccccc23)c1	-7.1	2.4	-0.5	-0.3	-2.9	1.5	-49.1	-0.5	-0.2	0.0	8.0
CC(=O)c1cccc(OCc2cc(C(=O)N(C)Cc3nccs3)no2)c1	0.0	2.6	0.4	0.4	1.0	0.8	3.7	1.8	-0.6	1.9	6.2
N#Cc1ccccc1OCC(=O)OCC(=O)Nc1ccc2c(c1)OCO2	4.6	-0.8	1.6	0.1	-0.8	0.6	-8.2	-1.6	-1.1	1.2	0.3
O=C(CCc1cn(Cc2ccc(F)cc2)c2ccccc12)N1CCOCC1	0.0	-1.4	-3.6	-0.1	-1.9	2.3	-7.1	-1.4	-1.0	-1.4	3.0
O=C(Nc1cccc2ccccc12)c1ccco1	4.8	2.1	-1.5	-1.1	-0.4	.	-2.9	0.1	-1.1	.	2.1
CCOC(=O)c1c(C)n(CC)c2c1cc(O)c1ccccc12	-13.5	-2.7	-1.3	-0.6	-6.7	-1.2	-16.9	0.1	-1.9	0.1	-5.1

Part of the list above, showing only ssDAF-12 act and SMARCA2 act:
canonical_smiles,ssDAF-12 act,SMARCA2 act
N#Cc1ccccc1OCC(=O)OCC(=O)Nc1ccc2c(c1)OCO2,-1.1,1.6
CC(=O)Nc1cc2c(c([N+](=O)[O-])c1C)C(C)(C)CC2(C)C,-1.5,-5.1
Cc1cccc(Oc2coc3cc(O)ccc3c2=O)c1,-0.9,6.3

Following part
SMILES	sPLA2-III inh	hcDAF12 agonist	SMARCA2 act	DAX1 inh-1	PG9 Ab binder	DAX1 inh-2	PLC-beta3 inh	hgDAF-12 ag	ssDAF-12 act	FXN GAA850 act	Rev-erbA mod
CCOc1ccc(S(=O)(=O)N(C)c2ccc(OCC(=O)NCc3cccnc3)cc2)cc1	-0.3	-2.3	-0.7	0.6	0.1	0.1	0.5	-0.9	-1.6	0.5	-2.7
CCCCN1C(=O)Nc2ccccc2S1(=O)=O	-4.7	-2.9	0.3	-0.3	0.7	-0.8	3.4	2.9	-1.1	-2.1	-0.4
CCOc1ccc(NS(=O)(=O)c2ccc(C(=O)N(C)CC(=O)Nc3ccc(C)cc3)cc2)cc1	-47.5	-2.4	1.3	-1.4	1.6	-0.7	-1.2	-2.1	-1.4	-2.2	-3.1
C[C@@H]1C[C@@H]2O[C@H]2CCCCC(=O)Cc2cc(O)cc(O)c2C(=O)O1	9.8	-6.6	-9.4	-3.9	.	.	-4.0	-12.8	-2.6	.	3.6
Cc1noc(C)c1S(=O)(=O)Nc1ccc2c(c1)C(=O)N([C@H](C)CO)C[C@H](C)[C@@H](CN(C)C(=O)Nc1ccccc1)O2	13.6	2.5	-5.2	1.1	-0.4	-1.6	-1.0	-1.6	-0.3	-0.3	-3.6
COc1ccc(C(=O)Nc2ccc(NC(C)=O)cc2)cc1S(=O)(=O)N1CCCC1	14.2	-1.9	-4.2	1.2	-2.1	0.2	-7.9	-2.6	-1.4	3.2	-5.7
CNC(=O)C[C@H]1CC[C@H]2[C@@H](COc3ccc(NC(=O)Nc4ccccc4)cc3C(=O)N2C)O1	-10.3	-0.5	-2.2	1.2	.	.	2.5	-2.5	-1.7	.	27.7*
Cc1oc(-c2cccs2)nc1CS(=O)CC(=O)NCCCN1CC(C)CC(C)C1 (stereo not given)	0.7	-1.7	-0.1	-0.1	0.9	0.8	1.0	0.3	-0.9	0.7	6.8
CC(C)NC(=O)N(C)C[C@H]1Oc2cc(Br)ccc2S(=O)(=O)N([C@H](C)CO)C[C@H]1C	4.0	-1.8	1.2	-0.4	-0.6	0.4	2.0	2.7	-0.6	-1.0	8.0
Cc1ccc(NC(=O)Cn2sc3ccccc3c2=O)cc1	4.1	-0.6	7.4	0.1	2.3	2.1	2.3	2.5	-1.1	-5.2	-6.6
O=C(CNC(=O)c1ccccc1)OCC(=O)c1cccs1	-0.3	-1.2	-1.3	-0.1	-0.6	0.6	-4.1	0.3	-1.4	1.1	-0.6
O=C(C[n+]1ccc(C(=O)N/N=C/c2ccc(Cl)cc2Cl)cc1)c1ccccc1	-1.2	-1.4	0.5	-0.6	-1.4	-0.2	-29.0	-1.1	-1.7	-0.8	2.5
CC1(C)CC(=O)C2=C(C1)N(Cc1cccnc1)C(=O)C2(NC(=O)c1cccnc1)C(F)(F)F (stereo not given)	-0.2	-1.0	-0.6	0.0	-0.3	3.0	-0.6	0.6	-0.6	0.1	2.4
CCc1nnc(NC(=O)CCC(=O)NCCc2ccc(OC)c(OC)c2)s1	-2.6	-1.4	-4.8	-0.1	-2.9	1.3	0.1	-0.5	-1.5	2.2	3.7
C=CCNC(=S)NNc1nc2sc3c(c2c(=O)[nH]1)CC(C)(C)OC3	8.1	0.1	-0.9	-0.9	-4.7	4.0	-7.5	-2.1	-0.4	0.4	-1.5
Cc1ncsc1CCSc1n[nH]c(=O)n1-c1ccccc1	7.7	-2.9	-5.2	-1.2	0.3	0.6	-1.4	-2.0	-1.6	-2.3	0.0
CSc1nc2ccc(NS(=O)(=O)c3ccc4c(c3)OCCO4)cc2s1	-28.5	-1.3	-0.1	-1.3	0.5	0.3	-4.7	-0.9	-1.8	-0.1	-3.8
CCOC(=O)c1[nH]nc2c1C(=O)N(Cc1ccccc1)C2=O	-3.2	-1.2	-1.1	-0.2	0.8	1.5	-4.6	2.1	-1.6	0.3	1.3
NC(=O)[C@@H]1CC2(CC(c3cccc(NC(=O)CC(c4ccccc4)c4ccccc4)c3)=NO2)CN1C(=O)c1ccc(Cl)cc1 (stereo not given in full)	-59.1	-1.5	-0.9	-1.0	-1.1	-0.1	-0.5	-4.7	-1.5	-1.3	3.1
COc1cccc(CN(C)C(=O)c2cc(COc3c(F)cccc3F)on2)c1	-6.5	-0.8	3.1	-1.1	-0.4	-0.2	-12.4	2.1	-1.7	3.0	-0.9
COc1cc(NC(=O)CN2C(=O)CN(C)C2=O)c(C)cc1[N+](=O)[O-]	3.1	-0.1	1.8	-2.3	0.5	0.4	-5.8	1.2	-1.8	-2.9	-1.4
Cc1cc(F)ccc1-c1cc(C(=O)NCc2cc(C(F)(F)F)cc(C(F)(F)F)c2)[nH]n1	-1.9	-0.5	-0.9	-1.7	0.2	.	1.6	3.5	-1.0	1.5	-5.3
COc1ccc(-c2nnc(C(C)Nc3cccc(C(=O)NC4CC4)c3)o2)cc1 (stereo not given)	-0.9	-0.9	-1.0	-1.2	0.5	0.1	-18.0	-2.7	-1.4	1.7	-9.2
O=C(NCC(=O)N(c1cccc(F)c1)C(C(=O)NC1CCCC1)c1ccncc1)c1cccs1 (stereo not given)	9.3	-0.6	-4.3	0.1	0.6	-0.4	-7.9	2.5	-1.4	-2.6	-3.3
O=C(Cn1nnc(-c2ccccc2)n1)c1ccccc1	-61.1	2.7	-0.7	0.3	-0.9	0.1	2.6	4.3	-0.9	0.2	-1.6
Cc1cnc(C(=O)OCC(=O)Nc2ccc(C)c(S(=O)(=O)N3CCCCC3)c2)cn1	7.0	0.8	-3.2	0.3	-1.2	0.5	-3.1	-1.5	-1.4	1.9	7.2
CC1(C)CC(=O)C(C(C2=C(O)CC(C)(C)CC2=O)c2ccc(Br)s2)C(=O)C1 (stereo not given)	14.3	-1.2	-2.8	0.1	1.2	0.6	-6.8	-4.9	-1.0	4.3	2.9
COC(=O)c1c(C)oc2c1cc(NS(=O)(=O)c1ccc(C(=O)O)cc1)c1ccccc12	-13.0	4.7	0.7	-0.4	-1.0	1.1	-2.8	4.6	0.1	-1.9	-5.6
O=C(NCc1c[nH]c2ccccc12)c1ccccc1	-9.8	5.2	-2.1	0.1	-0.8	1.1	-10.6	1.9	0.6	0.0	3.5
COC(=O)c1ccc(NC(=O)c2cccc(N3C(=O)CCC3=O)c2)cc1	0.3	1.4	1.4	1.5	-2.5	0.7	-2.1	-1.7	-0.7	-0.1	0.7
COc1ccc(CN(C)C(=O)C2CSC3(C)CCC(=O)N23)cc1OC (stereo not given)	-4.3	0.3	-1.6	0.1	-0.9	-0.2	-1.6	0.2	-1.6	1.0	-1.6
CCOC(=O)CC(=O)CSc1nc(CC)c(C)cc1C#N	10.5	-1.2	-4.7	-0.2	-1.6	2.5	-47.6	-0.1	-1.4	2.3	-5.2
C/C=C(\C)C(=O)N1CC2(CC(c3cccc(NC(=O)CCCCC)c3)=NO2)C[C@@H]1C(N)=O (stereo not given in full)	1.4	-1.0	-0.3	0.5	0.9	-0.8	-0.1	1.4	-1.3	0.8	-1.9
c1cncc(-c2nc(-c3ccco3)cs2)c1	4.2	-0.7	1.7	-0.1	-0.5	0.1	-27.9	3.4	0.5	0.1	-8.6
CCC(C)NC(=O)c1ccc(C2SCC(=O)N2Cc2ccccc2)cc1 (stereo not given)	2.7	-1.5	-3.3	-0.3	0.5	0.1	1.9	-2.4	-1.4	2.4	-3.3
O=C(C1CCCN(S(=O)(=O)c2ccc(Br)s2)C1)N1CCN(c2ccccc2)CC1 (stereo not given)	-4.7	-2.7	-3.4	-0.7	-3.1	-1.1	-64.5	-2.0	-1.2	-1.1	6.8
